# CHRM1 PAM – positive allosteric modulators of human M1 muscarinic receptor | CHO-K1 hM1, Fluo-8 calcium fluorescence, ACh EC20; 0% = ACh EC20, 100% = maximal ACh | actives 0.088% (n = 360,000) | P11229 | activation, % at 3 µM; in the data active means activation above about 19%, passing the limit was not always enough
# Target sequence (P11229 whole entry, looked up): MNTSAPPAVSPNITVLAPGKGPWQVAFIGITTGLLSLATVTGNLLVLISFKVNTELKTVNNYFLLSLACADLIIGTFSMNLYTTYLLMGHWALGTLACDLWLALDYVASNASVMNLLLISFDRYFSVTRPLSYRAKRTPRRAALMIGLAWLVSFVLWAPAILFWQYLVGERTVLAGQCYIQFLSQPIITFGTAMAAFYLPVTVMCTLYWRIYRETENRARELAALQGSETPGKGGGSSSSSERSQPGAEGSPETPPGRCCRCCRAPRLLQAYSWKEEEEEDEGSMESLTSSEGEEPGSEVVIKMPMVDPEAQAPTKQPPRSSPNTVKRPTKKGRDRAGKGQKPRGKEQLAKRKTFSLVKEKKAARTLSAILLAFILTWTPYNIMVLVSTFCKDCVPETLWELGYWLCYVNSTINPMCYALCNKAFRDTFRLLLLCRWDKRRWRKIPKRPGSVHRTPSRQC
# CRFR2-BP ag – CRF-BP/CRF-R2 complex agonism. activation, % at 13.2 µM. HEK293 CRF-R2/CRF-BP, calcium dye fluorescence (FLIPR); percent of saturating CRF peptide response. actives 0.46% (n = 350,000);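 active means activation of at least 50%, plus an integration ratio under a set limit after plate pattern correction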;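 further: plate controls were neutral control wells without compound for no effect and CRF at EC100 for full effect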
# M5 PAM – positive allosteric modulators of human muscarinic M5 receptor; activation, % at 3 µM; AID 624038; actives 0.3% (n = 360,000); P08912; CHO-K1 hM5, Fluo-8 calcium, ACh EC20 PAM; 0% = ACh EC20, 100% = ACh EC100;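 active means activation above the run cutoff, the mean activation of all test compounds plus 3 SD, cut at about 18% in these data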
#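 system = human M5 receptor in CHO-K1 cells | compound = one concentration, 3 µM final (nominal) | schedule = Post-acetylcholine fluorescence recording 140 s | signal = Fluo-8 calcium dye fluorescence, kinetic read | benchmarks = low control EC20 acetylcholine (0%), high control EC100 acetylcholine (100%) | repeats = singlicate, one well per test compound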
# CHRM4 agonist – agonists of human muscarinic M4 receptor (CHRM4). CHO-K1 hM4/Gqi5, Fluo-8 calcium fluorescence; vehicle 0%, full acetylcholine response 100%. actives 0.14% (n = 360,000). P08173. activation, % at 3 µM;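 active means activation above the run mean over all test wells plus 3 SD, cut at about 32% in these data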;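 further: peak over basal fluorescence ratio per well then scaled between controls; 0% = DMSO wells and 100% = acetylcholine at EC100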
# Target sequence (P08173 whole entry, looked up): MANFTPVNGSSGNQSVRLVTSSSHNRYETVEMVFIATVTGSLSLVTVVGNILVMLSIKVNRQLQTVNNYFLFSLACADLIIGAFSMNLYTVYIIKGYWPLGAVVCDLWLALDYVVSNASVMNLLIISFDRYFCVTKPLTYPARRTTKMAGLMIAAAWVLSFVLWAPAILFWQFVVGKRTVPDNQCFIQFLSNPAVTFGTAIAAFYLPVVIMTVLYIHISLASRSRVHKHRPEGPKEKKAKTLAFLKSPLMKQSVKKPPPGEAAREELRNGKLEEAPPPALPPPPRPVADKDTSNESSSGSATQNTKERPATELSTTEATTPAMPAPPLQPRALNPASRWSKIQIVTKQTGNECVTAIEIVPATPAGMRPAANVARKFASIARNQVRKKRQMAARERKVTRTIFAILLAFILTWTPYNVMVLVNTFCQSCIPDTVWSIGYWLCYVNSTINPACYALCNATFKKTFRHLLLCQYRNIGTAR
# CHRM4 PAM – CHRM4 positive allosteric modulation | CHO-K1 hM4/Gqi5, Fluo-8 calcium fluorescence, ACh EC20; 0% = ACh EC20, 100% = maximal ACh | activation, % at 3 µM | actives 0.4% (n = 360,000) | AID 624126;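 active means activation above its plate's cutoff, the mean activation of sample wells plus 3 SD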; further: some results filed as inactive read as strong as hits
# CHRM5 antagonist – blocks acetylcholine activation of human M5 receptor; actives 0.59% (n = 360,000); P08912; CHO-hM5 cells, Fluo-8 calcium fluorescence, ACh EC80; inhibition, % at 3 µM;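 active means inhibition above a per-plate cutoff, the mean of that plate's test compounds plus 3 SD, cut at about 27% in these data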;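 further: 0% = acetylcholine EC80 with DMSO and 100% = DMSO without agonist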
# CRFBP-R2 block – antagonists of CRF-binding protein/CRF-R2 receptor complex. actives 0.59% (n = 350,000). inhibition, % at 11.8 µM. AID 588475. HEK293 CRF-R2/CRF-BP, CRF-induced calcium fluorescence;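 active means inhibition of the ligand-induced calcium signal above about 50% at the single tested concentration, limit read from the data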
# M4 antag – CHRM4 antagonism in calcium assay; P08173; AID 624125; CHO-hM4 cells, ACh EC80, Fluo-8 calcium fluorescence; actives 0.73% (n = 360,000); inhibition, % at 3 µM;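 active means inhibition above its plate's cutoff, the mean inhibition of sample wells plus 3 SD, cut at about 27% in these data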;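 further: 0% = acetylcholine EC80 with DMSO and 100% = DMSO without agonist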
# M5 ag – CHRM5 agonism in calcium assay | P08912 | CHO-K1 hM5 cells, Fluo-8 calcium fluorescence; 0% DMSO wells, 100% maximal acetylcholine response | activation, % at 3 µM | actives 0.19% (n = 360,000);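 active means activation above the run's mean over test compounds plus 3 SD, cut at about 23% in these data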;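 further: signal is peak over basal fluorescence ratio across the kinetic read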
# * hit, by the source's call; · = no result given.
SMILES,CHRM1 PAM,CRFR2-BP ag,M5 PAM,CHRM4 agonist,CHRM4 PAM,CHRM5 antagonist,CRFBP-R2 block,M4 antag,M5 ag
CC(=O)c1c(C)[nH]c(C(=O)COc2cc(C)cc(C)c2)c1C,-3,0.6,-4,4,6,3,10,-15,2
CC(=NCCc1ccccc1)C1=C(O)C(c2ccccc2)OC1=O (configuration not stated),7,-1.3,-1,2,-3,-2,-3,1,-4
COC(=O)CNC(=O)COC(=O)c1ccc(OC)c([N+](=O)[O-])c1,9,-0.6,4,1,12,-1,11,-7,0
CCOc1ccccc1N(CC(=O)NCCOC)C(=O)CCC(=O)Nc1ccccn1,12,0.2,4,0,-1,-11,10,0,-3
CC(C)NC(=O)Nc1ccc2c(c1)C(=O)N([C@H](C)CO)C[C@H](C)[C@@H](CN(C)S(=O)(=O)c1cn(C)cn1)O2,10,3.1,0,1,13,-1,-8,-24,-1
Cc1cccc(C(=O)Nc2ccccc2NC(=O)c2cccc(C)c2)c1,8,-1.8,-3,5,-11,18,-22,-4,-2
CCc1nc2c(cnn2-c2ccc(Cl)cc2)c(=O)n1-c1ccc2c(c1)OCCO2,8,0.1,-2,3,2,9,6,-2,-2
CCn1cc(C(=O)O)c(=O)c2cc(F)c(N3CCN(S(=O)(=O)c4ccc(NC(C)=O)cc4)CC3)cc21,10,-1.4,0,1,-2,0,16,3,-2
C[C@H]1CN([C@@H](C)CO)S(=O)(=O)c2ccc(Br)cc2O[C@H]1CN(C)Cc1ccccc1F,5,0.3,4,2,-2,-7,0,-3,-2
O=C(NCCc1nc(-c2ccccc2)no1)c1ccco1,4,-1.1,3,2,1,-2,3,-11,4
Nc1ncnc2c1ncn2[C@@H]1O[C@H](C(=O)NCCCN2CCCC2=O)[C@@H](O)[C@H]1O,7,·,0,2,2,7,·,-8,-1
CCOC(=O)CNC(=O)c1ccc(OCC(F)(F)F)cc1,9,-1.2,3,0,4,1,0,8,-3
C[C@@H]1CCCCO[C@@H](CN(C)S(=O)(=O)c2cn(C)cn2)[C@@H](C)CN([C@H](C)CO)C(=O)c2cc(N(C)C)ccc2O1,-5,4.2,-2,1,1,-7,-1,-15,0
COc1ccc(C(=O)OC(C)CN2CCOCC2)cc1 (configuration not stated),4,-0.3,3,0,-7,6,5,12,-2
Cc1cc(NC(=O)COc2ncnc3sc(C)c(C)c23)no1,1,1.6,-6,0,3,4,-9,10,-2
CN(CC(=O)NCCc1ccccc1)Cc1ccco1,1,-2.0,4,1,-12,15,0,3,-4
O=C(O)CCCCCNS(=O)(=O)/C=C/c1ccccc1,-1,-2.3,6,0,-3,-4,0,12,3
O=C(CCSc1nnc(-c2ccncc2)o1)Nc1ccccc1,8,0.5,3,2,6,-7,2,-10,0
CCOc1cc(C(=O)OCC(=O)Nc2cc(C)on2)cc(OCC)c1OCC,3,1.2,1,2,9,3,11,4,0
CCC(CC)C(=O)Nc1cccc(C(=O)NCCc2ccc(S(N)(=O)=O)cc2)c1,-2,-0.2,-1,1,1,-2,5,-24,-2
Cc1ccc(NC(=O)C2C(C(=O)O)C3C=CC2C32CC2)cc1 (configuration not stated),9,0.6,7,0,10,-5,-19,-5,1
Cn1cc(CN2CCCC(C(=O)Nc3ccc(-c4cccc(F)c4)cc3)C2)cn1 (configuration not stated),-2,0.6,1,13,-4,-2,-8,10,-7
NC(=O)c1ccccc1NS(=O)(=O)Cc1ccccc1,4,-0.2,-1,1,-4,3,2,10,-1
CCOC(=O)CN(C(=O)Cn1nnc2ccccc21)C(C(=O)NCCOC)c1ccccc1 (configuration not stated),6,0.9,-1,2,9,0,-3,3,-5
O=C1c2ccccc2NC(c2ccc(O)cc2)N1c1ccccc1 (configuration not stated),7,-3.2,3,1,5,0,-19,-1,-1
CS(=O)(=O)N(CC(=O)N1CCOCC1)c1ccc2c(c1)OCO2,8,0.1,2,1,10,-2,-7,2,0
COc1ccc(CN(C)C[C@H]2OCc3cnnn3CCCC(=O)N([C@H](C)CO)C[C@@H]2C)cc1,-4,-0.4,-2,1,3,10,1,-16,-1
Cc1ccc(S(=O)(=O)NNC(=O)Nc2cccc(C)c2C)c(C)c1,1,-1.0,-2,1,-4,8,-25,9,-4
CCn1c(CSCc2ccccc2)n[nH]c1=S,2,-1.3,6,1,15,-9,-21,-21,-3
Cc1c(/C=N\NC(=O)c2ccc(F)cc2)cnn1C,-4,-0.8,-9,1,2,11,19,5,0

# A stretch from the list above, for reference:
SMILES,CHRM1 PAM,CRFR2-BP ag,M5 PAM,CHRM4 agonist,CHRM4 PAM,CHRM5 antagonist,CRFBP-R2 block,M4 antag,M5 ag
CC(=O)c1c(C)[nH]c(C(=O)COc2cc(C)cc(C)c2)c1C,-3,0.6,-4,4,6,3,10,-15,2
CC(=NCCc1ccccc1)C1=C(O)C(c2ccccc2)OC1=O (configuration not stated),7,-1.3,-1,2,-3,-2,-3,1,-4
COC(=O)CNC(=O)COC(=O)c1ccc(OC)c([N+](=O)[O-])c1,9,-0.6,4,1,12,-1,11,-7,0
CCOc1ccccc1N(CC(=O)NCCOC)C(=O)CCC(=O)Nc1ccccn1,12,0.2,4,0,-1,-11,10,0,-3
CC(C)NC(=O)Nc1ccc2c(c1)C(=O)N([C@H](C)CO)C[C@H](C)[C@@H](CN(C)S(=O)(=O)c1cn(C)cn1)O2,10,3.1,0,1,13,-1,-8,-24,-1
Cc1cccc(C(=O)Nc2ccccc2NC(=O)c2cccc(C)c2)c1,8,-1.8,-3,5,-11,18,-22,-4,-2
CCc1nc2c(cnn2-c2ccc(Cl)cc2)c(=O)n1-c1ccc2c(c1)OCCO2,8,0.1,-2,3,2,9,6,-2,-2
CCn1cc(C(=O)O)c(=O)c2cc(F)c(N3CCN(S(=O)(=O)c4ccc(NC(C)=O)cc4)CC3)cc21,10,-1.4,0,1,-2,0,16,3,-2
C[C@H]1CN([C@@H](C)CO)S(=O)(=O)c2ccc(Br)cc2O[C@H]1CN(C)Cc1ccccc1F,5,0.3,4,2,-2,-7,0,-3,-2
O=C(NCCc1nc(-c2ccccc2)no1)c1ccco1,4,-1.1,3,2,1,-2,3,-11,4
Nc1ncnc2c1ncn2[C@@H]1O[C@H](C(=O)NCCCN2CCCC2=O)[C@@H](O)[C@H]1O,7,·,0,2,2,7,·,-8,-1
CCOC(=O)CNC(=O)c1ccc(OCC(F)(F)F)cc1,9,-1.2,3,0,4,1,0,8,-3
C[C@@H]1CCCCO[C@@H](CN(C)S(=O)(=O)c2cn(C)cn2)[C@@H](C)CN([C@H](C)CO)C(=O)c2cc(N(C)C)ccc2O1,-5,4.2,-2,1,1,-7,-1,-15,0

# More results:
SMILES,CHRM1 PAM,CRFR2-BP ag,M5 PAM,CHRM4 agonist,CHRM4 PAM,CHRM5 antagonist,CRFBP-R2 block,M4 antag,M5 ag
COc1ccc(N2C(=O)NC(NS(=O)(=O)c3ccc(NC(C)=O)cc3)(C(F)(F)F)C2=O)cc1 (configuration not stated),-4,0.5,-4,1,-4,10,3,6,-4
O=C(c1ccc(Cl)cc1)c1ccc(OCC(O)CN2CCCCC2)cc1 (configuration not stated),-12,1.6,-6,5,-6,0,4,12,-13
Brc1cccc(C2Nc3cccc4cccc(c34)N2)c1,6,1.6,3,0,-3,-11,0,1,4
N/C(=N\OC(=O)CCCOc1ccccc1)c1ccccn1,14,-0.4,4,0,-2,4,-4,0,-3
Cn1cc(S(=O)(=O)N2CCCC2)cc1C(=O)NCc1ccc(F)cc1,2,1.5,-3,7,-3,1,11,-5,1
NC(=O)[C@@H]1CCCN1Cc1c(C(=O)N2CCN(C3CCCCC3)CC2)nc2ccccn12,7,2.0,2,0,-2,-16,6,2,-5
Nc1ccc(S(=O)(=O)NC2(C(F)(F)F)NC(=O)N(c3ccccc3Cl)C2=O)cc1 (configuration not stated),5,-0.9,-1,0,4,-5,9,-3,-1
COc1ccc(N2C=C3C(=O)C(C)(OC(=O)CCc4ccccc4)C(=O)C=C3C=C2c2ccc(C#N)cc2)cc1 (configuration not stated),2,3.4,3,0,0,2,-6,1,4
COc1cc(OC)cc(C(=O)N2CCN(Cc3ccccc3C(F)(F)F)CC2)c1,5,0.5,2,0,5,-2,-5,-1,-3
CC(=O)OC1CC2C(C)(C)C(=O)C=CC2(C)C2CCC3(C)C(c4ccoc4)OC(=O)C4OC43C12C (configuration not stated),1,·,-7,8,-1,12,·,11,4
Cc1ccccc1Nc1ccc2nonc2c1[N+](=O)[O-],5,-6.4,-8,0,-4,7,-6,0,-5
COC[C@@H]1CCCN1c1ccc2c(c1)O[C@H](COCc1ccccc1)CN([C@H](C)c1ccccc1)S2(=O)=O,·,·,-2,-1,-6,-4,·,4,-1
Cc1cc(C)c(C(=O)CSc2nnc(-c3cccnc3)n2C)c(C)c1,7,-0.2,7,0,8,-6,-1,2,2
CCCc1cc(C(=O)NNC(=S)NCC)c2ccccc2n1,9,-0.6,4,1,10,0,-1,5,1
CCOC(=O)c1sc(=NC(=O)c2ccc(OC(C)C)cc2)n(C)c1C,12,2.4,8,1,11,7,5,-1,2
COc1ccc(C(=O)NC(=S)NC(C)c2ccccc2)cc1 (configuration not stated),6,1.7,11,0,-6,-15,3,-4,-1
CCc1ccccc1NC(=O)CCc1c(C)nn(-c2ccc(N3CCOCC3)nn2)c1C,13,-0.4,5,0,9,-2,6,-8,0
CN1CCN(S(=O)(=O)c2ccc(NC(=O)C(C)(C)C)cc2)CC1,0,-1.3,5,1,2,-7,4,7,3
CO/N=C/c1ccc(N2CCN(C(=O)c3cccc(C(F)(F)F)c3)CC2)c([N+](=O)[O-])c1,-9,0.1,-12,17,13,6,-25,28*,4
c1ccc(-c2nnc3sc(-c4csc5c4CCCC5)nn23)cc1,-8,13,-8,-1,0,-1,-4,-5,-9
CCOP(=O)(OCC)C(Nc1ccccc1)c1ccco1 (configuration not stated),0,-2.8,-2,0,-11,5,3,10,3
COCC(=O)Nc1nnc(Cc2ccc(OC)c(OC)c2)s1,1,-2.6,1,0,-5,-1,2,9,0
CC(C)(C)C(=O)NC(C(N)=O)=C(Cl)Cl,7,0.3,5,1,-2,-4,-13,1,-1
CCCCc1ccccc1NC(=S)NC1CCCC1,0,-0.3,-1,1,-2,4,-18,-3,-7
COc1ccc(NC(=O)c2ccco2)cc1NC(=O)c1cccnc1,-3,-2.8,-2,1,1,1,1,11,-1
CC(C)C[C@@H]1COc2cccc(N3CCSCC3)c2S(=O)(=O)N1,·,·,-1,1,7,-6,·,-2,-1
O=C(NCCCN1CCOCC1)/C(=C/c1cccs1)NC(=O)c1ccccc1,3,-1.6,8,2,2,-4,2,-15,-2

# A second format for some results above.
> COc1ccc(NC(=O)c2ccco2)cc1NC(=O)c1cccnc1
  CHRM1 PAM = -3; CRFR2-BP ag = -2.8; M5 PAM = -2; CHRM4 agonist = 1; CHRM4 PAM = 1; CHRM5 antagonist = 1; CRFBP-R2 block = 1; M4 antag = 11; M5 ag = -1

> CCOC(=O)CNC(=O)c1ccc(OCC(F)(F)F)cc1
  CHRM1 PAM = 9; CRFR2-BP ag = -1.2; M5 PAM = 3; CHRM4 agonist = 0; CHRM4 PAM = 4; CHRM5 antagonist = 1; CRFBP-R2 block = 0; M4 antag = 8; M5 ag = -3

# Hits appear at their usual frequency; overall some 2.6% were active at least once.
